Screening data as filed in PubChem BioAssay.
TexasRed fluor: Texas Red fluorescence interference in TRb-SRC2 counter-screen; TRb/SRC2 Texas Red total fluorescence interference; Potency, µM (doses to about 106 µM), without a hit: at the highest dose fluorescence change, negative = quenching; 280,000 compounds, 0.29% hits; active = well fitted curve in either direction with a large enough effect; inconclusive = small, poorly fitted or top-dose-only effect
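Human TRβ ligand-binding domain (0.6 uM) and Texas Red SRC2 peptide (20 nM) in Tris buffer with 1 uM T3 and 5% DMSO were incubated with pinned compound for 5 hr at ambient temperature. Total fluorescence was computed as S + 2P (555/632 nm).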
TRb-SRC2 inh: TRbeta-SRC2 interaction inhibition; TRbeta-SRC2 peptide binding, fluorescence polarization; receptor liganded with 1 µM T3; 280,000 compounds, 0.065% hits; Potency, µM (titrated, usually from 106 µM), without a hit: at the highest dose activity change, negative = inhibition, hits mostly inhibitors; AID 1469;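 also: plate controls were bound peptide for no effect and peptide without receptor for full effect; nearly all actives have a fitted effect of over 50% in size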
Target sequence (P10828 whole entry, looked up): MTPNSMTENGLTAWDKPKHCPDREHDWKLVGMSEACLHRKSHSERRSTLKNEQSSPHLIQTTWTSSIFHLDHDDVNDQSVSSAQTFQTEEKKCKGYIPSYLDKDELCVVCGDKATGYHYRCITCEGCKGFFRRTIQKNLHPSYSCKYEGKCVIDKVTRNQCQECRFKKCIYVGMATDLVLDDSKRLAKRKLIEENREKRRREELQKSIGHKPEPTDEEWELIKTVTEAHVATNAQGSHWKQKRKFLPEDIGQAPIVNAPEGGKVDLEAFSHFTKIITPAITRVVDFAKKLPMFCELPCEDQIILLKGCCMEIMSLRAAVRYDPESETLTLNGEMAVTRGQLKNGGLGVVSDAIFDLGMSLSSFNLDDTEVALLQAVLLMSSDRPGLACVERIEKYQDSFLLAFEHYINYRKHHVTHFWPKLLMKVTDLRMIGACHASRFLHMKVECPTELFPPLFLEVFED
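Each compound concentration gave % activity, normalized to unbound and bound Texas Red SRC2 controls, from polarization read after 5 hr ambient incubation with T3-loaded human TRb LBD.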
RECQ1 helicase: inhibitors of human RECQ1 DNA helicase; P46063; RECQ1 DNA unwinding, red fluorescence kinetic read; Potency, µM (titrated, usually from 57.3 µM), inactives show at the top dose activity, negative = inhibition, hits mostly inhibitors; 240,000 compounds, 0.54% hits;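 also: plate controls were vehicle for no effect and no enzyme for full effect; nearly all actives have a fitted effect of over 30% in size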
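RECQ1T1 50 nM; forked duplex (20 bp + 30-nt ss tails) 200 nM, ATP 2 mM final; pH 8.0, 2 mM MgCl2, 2.5 ug/ml poly(dI-dC); 15 min compound preincubation; discontinuous kinetic read over 2 h at RT.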
GoLoco inh red: RGS12 GoLoco-Gai1 interaction inhibition; 230,000 compounds, 0.44% hits; Potency, µM (top dose mostly 61.6 µM), for inactives: top-dose activity, negative = inhibition, most hits filed as inhibitors; AID 880; P63096; Gai1:RGS12 GoLoco peptide FP, rhodamine, 10 min; active = well fitted inhibition curve with a large enough effect, not every such curve was filed as active; inactive = no such curve, though single readings can be large or run the other way; also: nearly all actives have a fitted effect of over 30% in size; many of its hits are not listed in these tables
Tau fibril ThT: blocks human tau fibril formation measured by thioflavin T; P10636; 270,000 compounds, 2.1% hits; recombinant tau K18 P301L, heparin-induced fibrillization, ThT fluorescence; Potency, µM (doses to about 57.4 µM), without a hit: top-dose activity, negative = inhibition, most hits filed as inhibitors; AID 1460; also: nearly all actives have a fitted effect of over 55% in size
Target sequence (P10636 561-689 P618L limits assumed): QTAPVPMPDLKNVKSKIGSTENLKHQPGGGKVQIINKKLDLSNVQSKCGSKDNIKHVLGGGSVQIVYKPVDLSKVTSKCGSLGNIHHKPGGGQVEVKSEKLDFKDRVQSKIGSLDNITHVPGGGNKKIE
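Heparin-induced (20 uM) aggregation of recombinant human K18 P301L tau, 15 uM unlabeled with 0.24 uM labeled, pH 7 acetate buffer, 6 hr at 37 C with compound. Fibrils quantified by 30 uM ThT fluorescence after 1 hr ambient incubation.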
Tau FP inhib: tau fibrillization inhibition (FP); AID 1468; Potency, µM (series often up to 57.7 µM), without a hit: at the highest dose activity, negative = inhibition, most hits filed as inhibitors; P10636; K18 P301L tau heparin fibrillization, Alexa594 FP, 6 h; 280,000 compounds, 0.39% hits; also: nearly all actives have a fitted effect of over 55% in size
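Heparin (20 uM) drove fibril formation of recombinant tau K18 P301L, 15 uM unlabeled with 0.24 uM Alexa 594 label, for 6 hr at 37 C in 100 mM sodium acetate pH 7. Fluorescence polarization (555/632 nm) read 1 hr after 30 uM ThT.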
JMJD2E inh: JMJD2E (human) inhibition. Potency, µM (highest dose often 57.1 µM), for inactives: at the top dose activity change, negative = inhibition, hits mostly inhibitors. 230,000 compounds, 1.6% hits. JMJD2E catalytic domain, FDH-coupled NADH fluorescence (FDH is formaldehyde dehydrogenase). B2RXH2. AID 2147; active = well fitted inhibition curve with a large enough effect, not every such curve was filed as active; inconclusive = small, poorly fitted or top-dose-only effect, or another doubt; inactive = no such curve, though single readings can be large or run the other way;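 also: 0% = wells with enzyme and -100% = buffer wells without enzyme; nearly all actives have a fitted effect of over 50% in size; many of its hits are not listed in these tables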
Target sequence (B2RXH2 1-337 limits assumed): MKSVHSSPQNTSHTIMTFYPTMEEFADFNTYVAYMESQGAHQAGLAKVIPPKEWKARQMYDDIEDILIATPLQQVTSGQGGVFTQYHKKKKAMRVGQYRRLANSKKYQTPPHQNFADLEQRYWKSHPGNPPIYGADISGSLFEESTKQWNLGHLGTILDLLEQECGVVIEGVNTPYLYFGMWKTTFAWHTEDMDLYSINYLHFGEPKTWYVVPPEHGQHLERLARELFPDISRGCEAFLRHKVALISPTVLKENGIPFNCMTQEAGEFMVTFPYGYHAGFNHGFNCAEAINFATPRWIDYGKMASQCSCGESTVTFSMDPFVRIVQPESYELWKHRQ
L3MBTL1 block: blocks human L3MBTL1; Q9Y468; AlphaScreen L3MBTL1–H3K9me1 peptide binding; Potency, µM (series often up to 57.1 µM), without a hit: at the top dose activity, negative = inhibition, hits mostly inhibitors; 230,000 compounds, 0.66% hits; also: nearly all actives have a fitted effect of over 60% in size
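Displacement of a biotinylated histone H3(1-15) peptide monomethylated at Lys9 (75 nM) from L3MBTL1 (50 nM) was measured by AlphaScreen after a 30 min room-temperature compound incubation; cefsulodin titration served as intraplate control.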
Numbers without * were called inactive; i = inactive; ? = inconclusive; · = not tested or not shown; [ ] = remark or other dose. Unless noted, calls follow the shape of the dose curve; as a rule, active = well fitted curve in the direction sought with a large enough effect; inconclusive = small, poorly fitted or top-dose-only effect, or another doubt; inactive = no such curve, though single readings can be large; an effect the other way counts as inactive or inconclusive. Unless noted, % is scaled to controls: 0 for no effect and ±100 for the full control effect; potency is read from the fitted curve at half-maximal effect. A portion of the library; the hit share may differ from the screen's.

1: Cc1cc([N+](=O)[O-])nn1CC(=O)Nc1nccs1
2: C[C@@H]1CCC2[C@@H](C)[C@@H](O)O[C@@H]3O[C@@]4(C)CC[C@@H]1[C@@]23OO4 (stereo not given in full)
3: O=c1oc2ccccc2c(O)c1Cc1cc(Cl)c2cccnc2c1O
4: COCCn1c(C)cc(C2=NNC(=Nc3ccc(Cl)cc3Cl)SC2)c1C
5: COCCCNC(=O)CCSc1ccc(Cl)cc1
6: CCOc1ccccc1NC(=S)NCCc1ccccc1
7: O=Nc1c(-c2cccc([N+](=O)[O-])c2)nc2ncccn12
8: Cc1ccc(C2Nc3ccccc3C(=O)N2CCN2CCNC2=O)cc1 (stereo not given)
assay / entry | 1 | 2 | 3 | 4 | 5 | 6 | 7 | 8
TexasRed fluor | -1% | 1% | -9% | 1% | 0% | 1% | -2% | -5%
TRb-SRC2 inh | 2% | -4% | -2% | 5% | 5% | 2% | 0% | 0%
RECQ1 helicase | -2% | -2% | -10% | -2% | -3% | -5% | -8% | -5%
GoLoco inh red | -3% | 9% | 21% | 27% | -1% | 8% | -20% | 4%
Tau fibril ThT | 4% | 0% | 14µM* | -15% | -5% | 3% | 4µM* | 1%
Tau FP inhib | 2% | -9% | ? | -4% | 2% | 1% | 6.3µM* | 5%
JMJD2E inh | -1% | -8% | 5µM* | -4% | 9% | 8% | ? | ?
L3MBTL1 block | 1% | · | 56%[activator] | -1% | 3% | -20% | 60%[activator] | -1%

9: Cc1cc(C)nc(NC(=O)CCC2CCCC2)c1
10: O=C(Nc1ccc(Cl)cc1C(F)(F)F)c1ccc(Cl)cc1
11: CCCCn1cnc2c1c(=O)n(CC(=O)c1cc(C)n(C)c1C)c(=O)n2CC(C)C
12: Cc1ccc(S(=O)(=O)N2C(=O)CCC2C(=O)Nc2ccc3c(c2)OCCO3)cc1 (stereo not given)
13: NC(=O)c1c(NC(=O)c2cccnc2Cl)sc2c1CCCC2
14: O=C(CN1CCCCC1)N1CCN(S(=O)(=O)c2ccccc2)C1
15: Cc1cc(C)nc(SCc2cc(=O)c(OC(=O)c3ccc(Br)o3)co2)n1
16: Cc1ccnc(NC(=O)COc2ccc(Cl)cc2)n1
assay / entry | 9 | 10 | 11 | 12 | 13 | 14 | 15 | 16
TexasRed fluor | -4% | 0% | 1% | 0% | 1% | 1% | -4% | 0%
TRb-SRC2 inh | 9% | 4% | -7% | 0% | 2% | 4% | -1% | -1%
RECQ1 helicase | -7% | -5% | -5% | -1% | -5% | i | -7% | i
GoLoco inh red | 1% | 17% | 9% | -2% | 9% | 0% | -6% | -1%
Tau fibril ThT | -3% | 4% | -8% | -1% | -14% | -10% | ? | 4%
Tau FP inhib | -2% | -1% | -2% | -3% | 1% | 2% | 0% | 6%
JMJD2E inh | 8% | -1% | 0% | 0% | 5% | -4% | -7% | 8%
L3MBTL1 block | 6% | 4% | -7% | · | 12% | · | 2% | ·

17: Cc1ccc(S(=O)(=O)C(CNC(=O)C(=O)NCCc2ccccc2)c2cccs2)cc1 (stereo not given)
18: CCOC(=O)C1(Cc2cccc(F)c2)CCN(Cc2cnc(C)s2)CC1
19: COc1ccc(Nc2cc(C(=O)NCc3ccco3)c3ccccc3n2)c(OC)c1
20: Cc1ccccc1C(=O)NN1CCOCC1
21: CN(C)C(=S)NC(=O)C12CC3(C)CC(C)(CC(C)(C3)C1)C2
22: Cc1ccc(-n2nc(CC#N)c(C#N)c2N)cc1Cl
23: COc1cc(C2N=C(N)Nc3nc4ccccc4n32)ccc1OCCC(C)C (stereo not given)
24: COc1ccccc1CNC(=S)Nc1cc(C)ccc1C
assay / entry | 17 | 18 | 19 | 20 | 21 | 22 | 23 | 24
TexasRed fluor | 0% | 3% | -22% | 0% | 1% | -1% | -24% | 2%
TRb-SRC2 inh | -4% | -2% | 7% | 0% | 5% | -5% | -8% | -7%
RECQ1 helicase | · | i | -14% | -2% | 0% | -15% | · | i
GoLoco inh red | · | 3% | 10% | 12% | 7% | · | · | 11%
Tau fibril ThT | -5% | 2% | ? | 0% | -5% | -13% | -10% | 0%
Tau FP inhib | 8% | 1% | ? | -2% | -9% | ? | 1% | 4%
JMJD2E inh | · | 1% | -4% | 5% | -6% | -13% | · | 3%
L3MBTL1 block | · | -4% | -1% | 0% | 3% | -1% | · | -24%

Continued; the last four above are carried over.
21: CN(C)C(=S)NC(=O)C12CC3(C)CC(C)(CC(C)(C3)C1)C2
22: Cc1ccc(-n2nc(CC#N)c(C#N)c2N)cc1Cl
23: COc1cc(C2N=C(N)Nc3nc4ccccc4n32)ccc1OCCC(C)C (stereo not given)
24: COc1ccccc1CNC(=S)Nc1cc(C)ccc1C
25: CN(C1CCS(=O)(=O)C1)S(=O)C12CC3CC(CC(C3)C1)C2 (stereo not given)
26: C=CCNC(=O)c1onc(CSc2ccncc2)c1C(=O)NCC=C
27: CCc1ccc(NC(=O)CN2CCN(C3CCCCC3)C(=O)C2=O)cc1
28: CCC1CCc2c(sc(NC(C)=O)c2C#N)C1 (stereo not given)
29: O=[N+]([O-])c1ccc(OCCO)nc1
30: COc1cc(NC(=O)N2CCC(CN3CCOCC3)CC2)cc(OC)c1OC
31: Cc1ccccc1NC(=O)/C(=C\c1cccs1)NC(=O)c1ccco1
32: COc1ccc(C)cc1N(CC(=O)Nc1cccnc1)S(=O)(=O)c1ccccc1
assay / entry | 21 | 22 | 23 | 24 | 25 | 26 | 27 | 28 | 29 | 30 | 31 | 32
TexasRed fluor | 1% | -1% | -24% | 2% | -1% | -1% | 0% | -3%[53 µM] | -3% | 7% | 9% | -5%
TRb-SRC2 inh | 5% | -5% | -8% | -7% | 4% | -5% | 1% | -10%[53 µM] | 4% | 1% | -2% | 4%
RECQ1 helicase | 0% | -15% | · | i | 3% | i | · | -5% | -5% | · | -6% | 7%
GoLoco inh red | 7% | · | · | 11% | -42% | 4% | · | 11% | 5% | · | 8% | 11%
Tau fibril ThT | -5% | -13% | -10% | 0% | -2% | -2% | 10% | 8% | -3% | 5% | -21% | -1%
Tau FP inhib | -9% | ? | 1% | 4% | 6% | -7% | 9% | 2% | 2% | 4% | 4% | 2%
JMJD2E inh | -6% | -13% | · | 3% | -7% | 13% | · | 3% | 4% | · | 1% | 0%
L3MBTL1 block | 3% | -1% | · | -24% | -12% | · | · | 2% | 13% | · | 0% | -3%

33: CCCCC(=O)Nc1ccc2c(c1)C(=O)NC2=O
34: CN(CCCOc1ccccc1Br)Cc1ccccc1
35: Cc1cc2c(nn1)CCC/C2=N\O
36: COc1ccccc1COCC(O)CNCC1(N2CCCCC2)CCCCC1 (stereo not given)
37: COc1cccc(NC(=O)C(=O)NCC(c2cccnc2)N2CCN(c3ccccc3)CC2)c1 (stereo not given)
38: CCOC(=O)C(/C=C(\C#N)C(=O)OCC)=C(/N)N1CCN(c2ccccc2)CC1
39: S=C(NCCCN1CCOCC1)NCCCN1CCOCC1
40: COc1ccc(-c2noc(CSc3nnc(C)n3-c3ccc(OC)cc3)n2)cc1
assay / entry | 33 | 34 | 35 | 36 | 37 | 38 | 39 | 40
TexasRed fluor | -1% | -1% | 1% | -2% | 100µM*[quencher] | 1% | 1% | 7%
TRb-SRC2 inh | -14% | -5% | -2% | 3% | -17% | -16% | 0% | -2%
RECQ1 helicase | -10% | i | -3% | 1% | · | 13% | -4% | ·
GoLoco inh red | -5% | 12% | 2% | -12% | · | -4% | -6% | ·
Tau fibril ThT | -11% | -5% | 9% | -6% | -14% | -13% | -12% | -1%
Tau FP inhib | 3% | -7% | -3% | 5% | 4% | 8% | -12% | -1%
JMJD2E inh | ? | 6% | -5% | ? | · | -8% | -17% | ·
L3MBTL1 block | · | -2% | -11% | -3% | · | · | 3% | ·

Two compounds drawn at random from the list so far, as already listed:
35: Cc1cc2c(nn1)CCC/C2=N\O
34: CN(CCCOc1ccccc1Br)Cc1ccccc1
assay / entry | 35 | 34
TexasRed fluor | 1% | -1%
TRb-SRC2 inh | -2% | -5%
RECQ1 helicase | -3% | i
GoLoco inh red | 2% | 12%
Tau fibril ThT | 9% | -5%
Tau FP inhib | -3% | -7%
JMJD2E inh | -5% | 6%
L3MBTL1 block | -11% | -2%

Later entries
41: CCOc1ccc(NC(=O)Nc2ccc(Cc3ccncc3)cc2)cc1
42: CCOC(=O)c1cc2c(ccn2C)n1CC(=O)N1C(C)CCCC1C (stereo not given)
43: Cn1c(=O)c2c(ncn2CCC(=O)N/N=C/c2cccnc2)n(C)c1=O
44: CCCCCCCC[n+]1cccc2c3ccccc3ccc21
45: COc1ccc(NC(=O)c2cc(S(=O)(=O)N3CCCCC3)ccc2N2CCCCC2)cn1
46: Cc1ccc2cccc(NC(=O)c3ccc(-c4ccc(Br)cc4)o3)c2n1
47: COc1ccc(CN2C(=O)CCC2(C)C(=O)NC2CCCCCC2)cc1 (stereo not given)
48: CCC(c1nnnn1Cc1cccs1)N1CCN(C2CCCC2)CC1 (stereo not given)
49: Cc1sc(NC(=O)c2ccc(=O)n(C)n2)nc1-c1ccccc1
50: CCCCNC(=S)NC(=O)c1ccc([N+](=O)[O-])cc1
51: COc1ccc(/C=C2\SC(=S)N(CC(=O)NCCO)C2=O)cc1
assay / entry | 41 | 42 | 43 | 44 | 45 | 46 | 47 | 48 | 49 | 50 | 51
TexasRed fluor | 2% | -1% | -2% | -2% | 1% | 3% | 1% | -1% | -6% | 0% | -6%
TRb-SRC2 inh | -3% | 5% | -8% | -4% | -19% | -4% | 1% | 3% | -8% | -14% | -5%
RECQ1 helicase | -5% | i | 3% | -7% | -15% | · | i | 3% | -1% | i | -12%
GoLoco inh red | 7% | 13% | 4% | -21% | -2% | · | 6% | 3% | 8% | 8% | 10%
Tau fibril ThT | · | -9% | -7% | -3% | -5% | -11% | -5% | -4% | ? | ? | ?
Tau FP inhib | ? | 2% | -2% | -7% | -11% | -2% | -6% | 0% | 1% | 8% | 4%
JMJD2E inh | 0% | ? | 3% | ? | ? | · | 4% | -5% | -1% | 1% | -6%
L3MBTL1 block | · | -15% | 4% | · | -6% | · | 4% | · | -9% | -16% | 3%
